From PubChem
CBFb-RUNX1 inh – blocks binding between human CBF-beta and RUNX1; Q01196+Q13951; AlphaScreen CBFb-His/RUNX1-biotin binding, biochemical; Potency, µM (series often up to 59.8 µM), inactives show at the top dose activity, negative = inhibition, hits mostly inhibitors; 230,000 tested, under 10 active; also: % of control where 0% means no effect
Target sequence (Q01196 whole entry, looked up): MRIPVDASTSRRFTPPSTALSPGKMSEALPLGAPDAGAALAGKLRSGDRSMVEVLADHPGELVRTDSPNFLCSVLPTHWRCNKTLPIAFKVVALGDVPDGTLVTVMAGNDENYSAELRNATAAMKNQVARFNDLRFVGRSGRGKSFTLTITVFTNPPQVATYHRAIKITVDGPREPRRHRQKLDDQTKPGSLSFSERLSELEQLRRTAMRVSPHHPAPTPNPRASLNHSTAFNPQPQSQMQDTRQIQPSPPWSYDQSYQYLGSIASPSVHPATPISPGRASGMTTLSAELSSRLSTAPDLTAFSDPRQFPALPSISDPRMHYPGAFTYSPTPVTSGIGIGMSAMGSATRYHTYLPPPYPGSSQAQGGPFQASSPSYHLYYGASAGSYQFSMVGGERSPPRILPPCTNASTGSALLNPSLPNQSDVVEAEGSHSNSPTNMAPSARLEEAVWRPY
Target sequence (Q13951 whole entry, looked up): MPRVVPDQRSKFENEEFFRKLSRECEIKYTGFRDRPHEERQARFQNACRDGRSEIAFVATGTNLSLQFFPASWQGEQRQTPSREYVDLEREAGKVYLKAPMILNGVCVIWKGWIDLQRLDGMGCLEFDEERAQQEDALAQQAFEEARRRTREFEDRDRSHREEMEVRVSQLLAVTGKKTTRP
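AlphaScreen binding: CBFb-His and RUNX1-biotin (30 nM each) preincubated 20 min, compound added for 15 min, then nickel and streptavidin beads for 90 min, all at room temperature. Disruption of the interaction by any mechanism counts as activity.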
KinaseGlo FLuc – Kinase-Glo luciferase inhibition (counter-screen). Q27757. Kinase-Glo luciferase, ATP luminescence, 8 min. Potency, µM (doses to about 38.3 µM), for inactives: top-dose activity change, negative = inhibition, hits mostly inhibitors. 0.28% of 200,000 active. AID 1379; also: potency is read from the fitted curve at half-maximal effect; % is scaled to controls: 0 for no effect and ±100 for the full control effect; nearly all actives have a fitted effect of over 60% in size
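Recombinant Kinase-Glo luciferase, 10 uM ATP (linear range), luciferin; imidazole pH 7.2 / KCl / MgCl2 / Tween / BSA buffer; 8 min RT; luminescence.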
IMPase Li cell – IMPase inhibition in cells with lithium potentiation. Potency, µM (doses to about 59.4 µM), without a hit: at the highest dose activity, negative = IMPase inhibition, actives largely listed as inhibitors. CHO-M1 cells, IP1 TR-FRET (IP-One), carbachol + lithium. AID 1457. 0.35% of 210,000 active;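 also: IP1 builds up when IMPase is blocked and the TR-FRET signal falls; potency is read from the fitted curve at half-maximal effect; plate controls were basal vehicle for no effect and high inhibitor control for full effect; nearly all actives have a fitted effect of over 50% in size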
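CHO-M1, 2000 cells/well, 16–30 h culture; cpd + low Li+, 30 min 37C; lysis with d2-IP1/Eu-anti-IP1 Ab, 10 min RT; TR-FRET 665/620 ratio and 620 channel; AC50 via Hill.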
HttQ103 aggreg – mutant huntingtin aggregation inhibition; PC12 HttQ103-GFP aggregates, Acumen cytometry, 40 h; Potency, µM (titrated, usually from 46.1 µM), inactives show at the highest dose activity change, negative = inhibition, usual class: inhibitors; 1.1% of 220,000 active; also: potency is read from the fitted curve at half-maximal effect; % is scaled to controls: 0 for no effect and ±100 for the full control effect; nearly all actives have a fitted effect of over 60% in size
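Huntingtin Q103 exon 1–GFP aggregates in induced PC12 cells (100 nM tebufenozide) were quantified by cytometry from lysates, with compounds dosed in titration.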
SMN2 splice enh – increases expression of the SMN2 splice variant | HEK293 SMN2-luciferase splicing reporter, luminescence, 30-36 h | Potency, µM (top dose mostly 46.1 µM), for inactives: top-dose activity change, positive = activation, actives largely listed as activators | 2.8% of 210,000 active | AID 1458; also: potency is read from the fitted curve at half-maximal effect; % of control where 0% means no effect; nearly all actives have a fitted effect of over 55% in size
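HEK293 cells carry an SMN2 minigene-luciferase reporter in which exon 7 inclusion puts luciferase in frame. Cells were seeded at 2000 cells/well, attached for 10-12 hours, then exposed to compounds for 30-36 hours at 37C before ONE-Glo luminescence.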
LMNA splice mod – modulators of lamin A splicing; Potency, µM (highest dose often 46.1 µM), for the others: top-dose ratio change, negative = inhibition, usual class: inhibitors; HeLa LMNA splicing GFP/RFP minigene ratio, 48 h; 0.01% of 200,000 active; AID 1487; active = well fitted inhibition curve with a large enough effect in the signal ratio, with a control signal flat, not every such curve was filed as active; inconclusive = small, poorly fitted or top-dose-only effect, or effect the other way, or a change in a side signal; the % refers to the signal ratio; also: potency is read from the fitted curve at half-maximal effect; % is scaled to controls: 0 for no effect and ±100 for the full control effect
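S3 HeLa cells stably expressing lamin A-EGFP splicing minigene plus DsRed2, 600 cells/well, 48 h compound exposure at 37C. Laser-scanning cytometry; analysed as GFP (500-530 nm)/RFP (575-640 nm) total intensity ratio; 0.5% DMSO vehicle.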
HTT ATP protect – cytoprotection in Huntington HTT-Q103 PC12 cell model. AID 1471. Potency, µM (titrated, usually from 56.4 µM), without a hit: cytoprotection (ATP increase), actives largely listed as activators. PC12 HTT-Q103 induced, cytoprotection, ATP luminescence, 40 h. 0.14% of 230,000 active;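 also: potency is read from the fitted curve at half-maximal effect; % of control where 0% means no effect; nearly all actives have a fitted effect of over 45% in size; toxic huntingtin expression switched on by the ecdysone agonist tebufenozide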
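Quantitative HTS on tebufenozide-induced (100 nM) PC12 cells expressing HTTQ103 exon 1–GFP; compounds tested as a concentration series; survival measured via cellular ATP.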
The depositor's hits bear a star; ? = inconclusive; . = not tested or not shown; [ ] = another dose, or the depositor's remark. Unless noted, calls follow the shape of the dose curve; as a rule, active = well fitted curve in the direction sought with a large enough effect; inconclusive = small, poorly fitted or top-dose-only effect, or another doubt; inactive = no such curve, though single readings can be large; an effect the other way counts as inactive or inconclusive. Rows are unselected. About 4% of those tested had a hit in this group.

SMILES	CBFb-RUNX1 inh	KinaseGlo FLuc	IMPase Li cell	HttQ103 aggreg	SMN2 splice enh	LMNA splice mod	HTT ATP protect
CC(C)(C)C(=O)OCc1cn(-c2ccccc2)nn1	3%	-1%	-1%[38.3 µM]	-8%	8%	14%	-28%
CC(C)(C)C1CCC(OC(=O)C[N+]2(C)CCCC2)CC1 (stereo not given)	3%	-1%	14%	-32%	-7%	.	-46%[inhibitor]
O=C1COc2ccc(C(=O)COC(=O)c3cnc(Cl)c(Cl)c3)cc2N1	-1%	1%	18%	2%	6%	?	2%
CC(=O)O/N=C(/c1nonc1N)N1CCN(c2ccc([N+](=O)[O-])cc2Cl)CC1	-18%	-4%	11%	-23%	-8%[1.84 µM]	?	.
O=C1c2ccccc2C(=O)N1Cc1nc2ccccc2o1	1%	-4%	-13%[38.3 µM]	1%	-4%	2%	-1%[10 µM]
O=C(O)CNC(=O)C(Cc1ccccc1)NC(=O)OCc1ccccc1 (stereo not given)	5%	1%	-7%	1%	32%	.	-29%
Cc1cc([N+](=O)[O-])nn1CCCC(=O)O	-2%	.	3%	11%	.	.	-23%
O=C(CC1(O)C(=O)Nc2cc(Cl)cc(Cl)c21)c1ccccc1O (stereo not given)	2%	10%	13%	-12%	5%	-5%	12%[1.9 µM]
Cc1ccoc1C(=O)NCc1occc1C(=O)O	-7%	-1%	-3%[38.3 µM]	-18%	0%	5%	1%
O=C(c1ccc(COc2c(F)c(F)c(F)c(F)c2F)o1)N1CCOCC1	9%	2%	8%[38.3 µM]	4%	-7%	1%	19%
CCOc1nc(-c2ccc(Cl)cc2)nc2ccccc12	-8%	-2%	12%	-10%	10%	-13%	-36%[0.074 µM]
O=C(Nc1ccc2c(c1)OCO2)C1CCCCN1S(=O)(=O)c1ccccc1 (stereo not given)	0%	-6%	9%[38.3 µM]	19%	-3%	5%	-18%
COc1ccccc1CNC(=O)c1cc2c(C)nn(Cc3ccc(F)cc3)c2s1	-2%	-2%	14%[38.3 µM]	-26%	10%	3%	-77%[inhibitor]
Oc1oc(-c2ccccc2)nc1C=NCc1ccncc1	-1%	-1%	5%	-3%	-9%	6%	20%[10 µM]
Cc1cc(C)n2nc3ccccc3c2n1	4%	1%	2%[38.3 µM]	1%	-2%	1%	-19%
NC(=O)c1cnn2c(C(F)(F)F)cc(-c3ccc(F)cc3)nc12	8%	-3%	1%[38.3 µM]	17%	-5%	16%	-14%[10 µM]
CCOC(=O)N1CCC(n2c(SCC(=O)NCc3ccco3)nc3ccsc3c2=O)CC1	4%	-2%	15%[38.3 µM]	8%	-43%[inhibitor]	?	-16%
O=C(NCCN1CCOCC1)c1cc2ccccc2[nH]1	5%	0%	-5%	7%	2%	-8%	-13%[0.074 µM]
CCCCOC(=O)c1ccccc1N1C(=O)C2C3CCC(C3)C2C1=O (stereo not given)	1%	2%	10%	5%	-29%	5%	.
O=c1c(-c2ccccc2)coc2cc(O)cc(O)c12	?	-19%	15%	.	?	.	-40%
O=C(O)Cc1cccc(OCCCN(Cc2cccc(C(F)(F)F)c2Cl)CC(c2ccccc2)c2ccccc2)c1	-17%	-1%[39.9 µM]	-22%	.	.	.	-334%[inhibitor]
CC(C)C1Nc2ccc(S(=O)(=O)N3CCOCC3)cc2NC1=O (stereo not given)	12%	4%	7%	-19%	-2%	-8%[46 µM]	-8%
COc1ccc(CNC(=O)c2ccc(=O)oc2)cc1OC	2%	.	.	-4%	.	21%	2%
CC1(O)/C=C\C=C(\CO)C2CC(C)(C)C2(O)CC1 (stereo not given)	16%	-2%	15%	.	-2%	.	-25%

16 compounds out of the list, arranged by molar mass, falling:
SMILES	CBFb-RUNX1 inh	KinaseGlo FLuc	IMPase Li cell	HttQ103 aggreg	SMN2 splice enh	LMNA splice mod	HTT ATP protect
O=C(O)Cc1cccc(OCCCN(Cc2cccc(C(F)(F)F)c2Cl)CC(c2ccccc2)c2ccccc2)c1	-17%	-1%[39.9 µM]	-22%	.	.	.	-334%[inhibitor]
CCOC(=O)N1CCC(n2c(SCC(=O)NCc3ccco3)nc3ccsc3c2=O)CC1	4%	-2%	15%[38.3 µM]	8%	-43%[inhibitor]	?	-16%
CC(=O)O/N=C(/c1nonc1N)N1CCN(c2ccc([N+](=O)[O-])cc2Cl)CC1	-18%	-4%	11%	-23%	-8%[1.84 µM]	?	.
O=C(Nc1ccc2c(c1)OCO2)C1CCCCN1S(=O)(=O)c1ccccc1 (stereo not given)	0%	-6%	9%[38.3 µM]	19%	-3%	5%	-18%
O=C1COc2ccc(C(=O)COC(=O)c3cnc(Cl)c(Cl)c3)cc2N1	-1%	1%	18%	2%	6%	?	2%
O=C(CC1(O)C(=O)Nc2cc(Cl)cc(Cl)c21)c1ccccc1O (stereo not given)	2%	10%	13%	-12%	5%	-5%	12%[1.9 µM]
NC(=O)c1cnn2c(C(F)(F)F)cc(-c3ccc(F)cc3)nc12	8%	-3%	1%[38.3 µM]	17%	-5%	16%	-14%[10 µM]
CC(C)(C)C1CCC(OC(=O)C[N+]2(C)CCCC2)CC1 (stereo not given)	3%	-1%	14%	-32%	-7%	.	-46%[inhibitor]
Oc1oc(-c2ccccc2)nc1C=NCc1ccncc1	-1%	-1%	5%	-3%	-9%	6%	20%[10 µM]
O=C1c2ccccc2C(=O)N1Cc1nc2ccccc2o1	1%	-4%	-13%[38.3 µM]	1%	-4%	2%	-1%[10 µM]
O=C(NCCN1CCOCC1)c1cc2ccccc2[nH]1	5%	0%	-5%	7%	2%	-8%	-13%[0.074 µM]
CC(C)(C)C(=O)OCc1cn(-c2ccccc2)nn1	3%	-1%	-1%[38.3 µM]	-8%	8%	14%	-28%
O=c1c(-c2ccccc2)coc2cc(O)cc(O)c12	?	-19%	15%	.	?	.	-40%
CC1(O)/C=C\C=C(\CO)C2CC(C)(C)C2(O)CC1 (stereo not given)	16%	-2%	15%	.	-2%	.	-25%
Cc1ccoc1C(=O)NCc1occc1C(=O)O	-7%	-1%	-3%[38.3 µM]	-18%	0%	5%	1%
Cc1cc(C)n2nc3ccccc3c2n1	4%	1%	2%[38.3 µM]	1%	-2%	1%	-19%

The list continues.
SMILES	CBFb-RUNX1 inh	KinaseGlo FLuc	IMPase Li cell	HttQ103 aggreg	SMN2 splice enh	LMNA splice mod	HTT ATP protect
COc1ccc(/C=N\Nc2ccccc2[N+](=O)[O-])c(C(=O)O)c1OC	-30%	.	.	?	.	.	268%[10 µM]
Cc1onc(-c2ccccc2Cl)c1C(=O)NC(=S)Nc1ccccc1C(N)=O	3%	-1%	-2%	28%	-6%	?	.
c1ccc(-c2cn(-c3ccccc3)c3ncnc(N4CCCCC4)c23)cc1	8%	-4%	3%	?	-1%	2%[46 µM]	-79%[inhibitor]
CC1(C)CC(CCC(=O)Nc2ccc(S(N)(=O)=O)cc2)C(=O)O1 (stereo not given)	6%	-2%	0%[38.3 µM]	-8%	-1%	-4%	-1%[0.074 µM]
N[C@]1(C(=O)O)CCc2cc(P(=O)(O)O)ccc21	11%[21.7 µM]	2%	7%	.	.	.	2%
O=[N+]([O-])c1ccccc1/C=C/C=N/n1c(-c2ccccc2)n[nH]c1=S	?	4%	0%	?	0%	?	.
COc1cccc(-c2cc(C(=O)NCCc3ccccc3)no2)c1	1%	-3%	-6%[38.3 µM]	21%	-11%	3%	-2%
O=C(CNC(=S)N(CCCN1CCOCC1)Cc1cccs1)NC1CC1	0%	-2%	2%	2%	2%[1.84 µM]	-4%	15%[10 µM]
O=C(Oc1cccc2cccnc12)c1cccc(-n2cnnn2)c1	-1%	2%	15%	4%	2%	-7%	14%[10 µM]
CC1=NNC(=O)C1CCC(=O)N/N=C\c1ccc(Cl)c(Cl)c1 (stereo not given)	3%	-1%	-5%	-22%	8%	?	-6%
COc1cccc(-c2cc(NCc3cccs3)ncn2)c1	.	-13%	24%	.	8.9µM*	-4%	-47%[inhibitor]
Cc1[nH]n(-c2ccc(Cl)cc2)c(=O)c1/C=N/c1nnc(-c2ccccc2)s1	2%	?	4%	8%	19%	-13%	-15%[10 µM]
Cn1c(SCc2nc3ccccc3[nH]2)nnc1-c1cnccn1	-1%	-3%	-5%[38.3 µM]	-7%	-23%	0%	14%
O=C(NC1CCCCCCC1)c1ccco1	6%	0%	17%[38.3 µM]	-6%	37%	0%	13%
CC(CCc1ccccc1)NC(=O)c1ccc(NC(=O)c2ccc(Cl)cc2Cl)cc1 (stereo not given)	4%	0%	7%	-20%	-15%	-4%	-2%[10 µM]
c1ccc2c(c1)c1ccccc1n2CN1CCOCC1	8%	-1%	-2%	-16%	-4%	-4%	4%[10 µM]
O=C(Nc1ccccc1)N1CCCC2(CCN(S(=O)(=O)c3ccccc3)CC2)C1	.	0%	7%	.	5%	.	-5%
CCN(CC)c1ccc(CC(=O)NC(C)Cc2ccccc2)cc1 (stereo not given)	-12%	-4%	5%[38.3 µM]	-3%	-29%	8%	-23%
O=C(Nc1cccc(Cl)c1N1CCCC1)c1cccc(-c2cc3ccccc3oc2=O)c1	3%	1%	9%[38.3 µM]	-13%	8%	12%	-30%
Cc1cccc(-c2nc(CN3CCCC(C(=O)NC4CCCCC4)C3)c(C)o2)c1 (stereo not given)	-2%	-2%	6%[38.3 µM]	-7%	-27%	1%	-35%
CCC/C=C(\CCC)C(NC(=O)c1cccs1)c1ccc(C(=O)OC)cc1 (stereo not given)	2%	-7%	24%	.	-32%[inhibitor]	.	2%
